RAD54 inh = inhibitors of human RAD54 branch migration, primary screen, biochemical, fluorescence, single point. RAD54 Holliday junction branch migration, FAM/BHQ fluorescence. inhibition, % at 10.4 µM. actives 0.14% (n = 360,000). AID 602329, 2012;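 active = mean normalized replicate activity at least 40 and at least half of replicates scoring 40 or more; inconclusive = only one of the two criteria met; inactive = mean below 40 and under half of replicates reaching 40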;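 note: 0% = median of neutral control wells and 100% = median of positive control wells; inhibitors cause a drop in the FAM fluorescence signal; in these data hits start at about 50%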
PglD inh = C. jejuni PglD acetyltransferase inhibitors, primary screen, biochemical, DTNB colorimetric, single point; actives 0.098% (n = 360,000); inhibition, % at 12.5 µM; purified PglD enzyme, DTNB colorimetric CoA detection; UDP-N-acetylbacillosamine N-acetyltransferase PglD (Campylobacter jejuni); in the data active = inhibition above about 16%, passing the limit was not always enough; inconclusive = no clear call, values can overlap the other calls; note: strong numbers were not always called active
Cneo AK release = Cryptococcus neoformans cell lysis inducers, primary screen, AK release luminescence, single concentration. C. neoformans lysis, adenylate kinase release luminescence, 4 h; normalised: neutral wells 0, clomiphene wells 100. lysis activity, % at 15 µM. actives 0.2% (n = 360,000);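 active = mean lysis activity across replicates of at least 80%, whatever share of replicates individually reach that level; inactive = mean lysis activity below 80%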
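Assay system: C. neoformans cells. Amount: yeast cell density of 5 × 10^6 cells/mL. Technique: AK luminescence. Buffer or medium: YPD. Times: static 4 h at 37 °C with compound, 1 h detection. Dosing: single-point compound dose. Read-out: lysis from increased AK signal.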
miR-122 sensor = miR-122 Renilla sensor signal increase in Huh7, primary screen, miR-122 inhibitor project, cell-based, single point, plate reader. actives 0.3% (n = 340,000). activation (reporter increase), % at 12.5 µM. AID 602342, 2012. Huh7 miR-122 Renilla luciferase sensor, 48 h; neutral wells = 0, positive control = 100;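 active = mean replicate activation score at least 90 and every replicate individually at or above 90; inconclusive = only one of the two criteria met; inactive = neither criterion met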;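 note: higher luciferase means less miR-122 activity so hits act as miR-122 inhibitors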
RAD52 anneal inh = RAD52 DNA annealing inhibitors, primary screen, biochemical, FRET, single point, set 2 | DNA repair protein RAD52 homolog (Homo sapiens), P43351 | recombinant RAD52 DNA annealing, FRET fluorescence | inhibition, % at 18.7 µM | actives 0.46% (n = 360,000);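 active = every replicate showing at least 50% inhibition; inconclusive = mean inhibition at least 50% but not in every replicate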
E-sel inducer = E-selectin induction in HUVECs, primary screen, imaging, HUVEC, immunofluorescence imaging, single point. P16581. normalized: neutral wells 0, TNF-alpha wells 100. activation, % at 7.58 µM. actives 0.37% (n = 260,000). AID 686992, 2013;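 active = mean E-selectin-positive cell signal at least 10% of the positive control, reached in at least 60% of replicates, without over 20% cell loss; inconclusive = no rule given, readout overlaps actives, possibly toxicity-flagged; inactive = the rest, including those meeting only one limit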;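 note: in these data hits start at about 27%; measured in HUVEC primary endothelial cells; signal is the percent of cells scored E-selectin positive by PE staining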
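System: HUVEC, human umbilical vein endothelial cells; quantity: 3,000 cells/well; buffer or medium: EGM-2 medium, gelatin-coated wells; dosing: single-point compound dose; detection: immunofluorescence imaging; evaluation: % PE-positive cells; benchmarks: TNF-alpha, DMSO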
PGC1a acetyl inh = inhibitors of PGC1a acetylation signal, primary screen, cell-based, U2OS, AlphaScreen, inhibitor mode; AlphaScreen anti-acetyl-lysine; with virally co-expressed GCN5 acetyltransferase; inhibition, % at 15.6 µM; actives 0.17% (n = 350,000); AID 651687, 2012;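 active = every replicate shows inhibition of at least 40%; inconclusive = mean inhibition at least 40% but some replicate below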;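 note: 0% = neutral control wells and 100% = positive control wells; some results beyond the cut were filed as inactive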
ERAP1 HTS inh = human ERAP1 aminopeptidase inhibitors, primary screen, biochemical, single point, plate reader. actives 0.15% (n = 340,000). Endoplasmic reticulum aminopeptidase 1 (Homo sapiens), Q9NZ08. recombinant ERAP1, Leu-AMC fluorescence, 60 min. inhibition, % at 10.7 µM;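 active = mean replicate inhibition of at least 30%, or all replicates individually reaching that 30% level; inactive = mean below 30% and not every replicate reaching it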;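 note: 0% = neutral control wells and 100% = L-leucinethiol positive control wells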
Target sequence (Q9NZ08 whole entry, looked up): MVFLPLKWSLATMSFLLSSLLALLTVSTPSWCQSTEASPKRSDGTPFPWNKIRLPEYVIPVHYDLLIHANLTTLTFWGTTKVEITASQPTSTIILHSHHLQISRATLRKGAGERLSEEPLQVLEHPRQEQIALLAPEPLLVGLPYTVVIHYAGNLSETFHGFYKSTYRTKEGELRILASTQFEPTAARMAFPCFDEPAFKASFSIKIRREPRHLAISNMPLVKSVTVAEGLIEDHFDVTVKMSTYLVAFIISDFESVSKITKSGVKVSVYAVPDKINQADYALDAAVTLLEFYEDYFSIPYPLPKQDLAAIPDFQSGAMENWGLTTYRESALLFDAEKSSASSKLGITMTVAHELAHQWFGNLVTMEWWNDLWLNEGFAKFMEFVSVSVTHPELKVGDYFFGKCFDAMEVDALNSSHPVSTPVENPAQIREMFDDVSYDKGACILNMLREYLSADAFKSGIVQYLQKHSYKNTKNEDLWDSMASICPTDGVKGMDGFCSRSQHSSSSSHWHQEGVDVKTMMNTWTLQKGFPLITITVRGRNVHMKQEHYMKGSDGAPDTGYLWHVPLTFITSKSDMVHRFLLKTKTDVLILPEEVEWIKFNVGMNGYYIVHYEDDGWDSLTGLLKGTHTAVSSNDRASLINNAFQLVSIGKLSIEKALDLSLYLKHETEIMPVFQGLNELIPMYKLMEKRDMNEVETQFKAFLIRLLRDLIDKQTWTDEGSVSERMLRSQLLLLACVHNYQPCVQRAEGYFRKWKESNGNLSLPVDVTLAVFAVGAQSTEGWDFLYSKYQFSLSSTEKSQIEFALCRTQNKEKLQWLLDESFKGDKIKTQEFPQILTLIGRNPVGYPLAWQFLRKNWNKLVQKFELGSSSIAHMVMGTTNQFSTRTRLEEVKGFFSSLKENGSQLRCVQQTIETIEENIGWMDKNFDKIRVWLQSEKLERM
* = called active by the depositor; ? = inconclusive; nt = no result given; [ ] = remark or other dose.

Every second line gives: RAD54 inh | PglD inh | Cneo AK release | miR-122 sensor | RAD52 anneal inh | E-sel inducer | PGC1a acetyl inh | ERAP1 HTS inh
Cc1ccc(-c2nc(SC(C)C(=O)c3c(N)n(C)c(=O)n(C)c3=O)n[nH]2)cc1 (configuration not stated)
 : -8 | 3 | nt | 0 | -12 | nt | -3 | -5
COc1ccc(-n2c(=O)cc(N3CCN(Cc4ccccc4)CC3)[nH]c2=O)cc1
 : 5 | 1 | 2 | 0 | -31 | 0.0 | -3 | 6
COc1ccc(NC(=O)NC2CCCCCCC2)cc1
 : 1 | -2 | -1 | 8 | -7 | -0.3 | nt | 0
COCCN1Cc2cccc(C(=O)NCCCN3CCCC3=O)c2C1=O
 : -9 | 0 | -4 | -3 | -8 | nt | -3 | -2
Cn1ccnc1C1CCCCN1Cc1nc(Cc2cccc(C(F)(F)F)c2)no1 (configuration not stated)
 : nt | nt | nt | 6 | -4 | nt | -16 | -5
COc1ccc(CC(=O)OCC(=O)NCc2ccc3c(c2)OCO3)cc1OC
 : -7 | -3 | 2 | 3 | -15 | -0.9 | 8 | -6
COc1cccc(CNC(=O)CN2C(=O)COc3ccc(S(=O)(=O)N4CCOCC4)cc32)c1
 : -1 | -1 | 0 | -2 | -11 | nt | -12 | 0
COc1ccc(N2C(=O)CCC(C(=O)N3CCCCC3)C2c2ccc(OC)c(OC)c2)cc1 (configuration not stated)
 : -10 | 3 | -2 | 2 | nt | nt | -12 | nt
CCO[C@@H]1OC(C(=O)NC2CC2)=C[C@H](C2CC2)[C@H]1CCCO
 : 11 | 4 | -1 | -4 | 3 | -0.1 | 9 | nt
CCN1CCN(S(=O)(=O)Cc2ccccc2Cl)CC1
 : -2 | -5 | 0 | nt | 4 | -1.6 | nt | 1

Profiles as entered above. Screens in order: RAD54 inh, PglD inh, Cneo AK release, miR-122 sensor, RAD52 anneal inh, E-sel inducer, PGC1a acetyl inh, ERAP1 HTS inh
Cn1ccnc1C1CCCCN1Cc1nc(Cc2cccc(C(F)(F)F)c2)no1 (configuration not stated) is listed with nt, nt, nt, 6, -4, nt, -16, -5
Cc1ccc(-c2nc(SC(C)C(=O)c3c(N)n(C)c(=O)n(C)c3=O)n[nH]2)cc1 (configuration not stated) is listed with -8, 3, nt, 0, -12, nt, -3, -5

Pulled by compound from the entries so far:
Every second line gives: RAD54 inh | PglD inh | Cneo AK release | miR-122 sensor | RAD52 anneal inh | E-sel inducer | PGC1a acetyl inh | ERAP1 HTS inh
Cc1ccc(-c2nc(SC(C)C(=O)c3c(N)n(C)c(=O)n(C)c3=O)n[nH]2)cc1 (configuration not stated)
 : -8 | 3 | nt | 0 | -12 | nt | -3 | -5
COCCN1Cc2cccc(C(=O)NCCCN3CCCC3=O)c2C1=O
 : -9 | 0 | -4 | -3 | -8 | nt | -3 | -2
COc1ccc(N2C(=O)CCC(C(=O)N3CCCCC3)C2c2ccc(OC)c(OC)c2)cc1 (configuration not stated)
 : -10 | 3 | -2 | 2 | nt | nt | -12 | nt
CCO[C@@H]1OC(C(=O)NC2CC2)=C[C@H](C2CC2)[C@H]1CCCO
 : 11 | 4 | -1 | -4 | 3 | -0.1 | 9 | nt
Cn1ccnc1C1CCCCN1Cc1nc(Cc2cccc(C(F)(F)F)c2)no1 (configuration not stated)
 : nt | nt | nt | 6 | -4 | nt | -16 | -5
COc1ccc(NC(=O)NC2CCCCCCC2)cc1
 : 1 | -2 | -1 | 8 | -7 | -0.3 | nt | 0

(cont.)
Every second line gives: RAD54 inh | PglD inh | Cneo AK release | miR-122 sensor | RAD52 anneal inh | E-sel inducer | PGC1a acetyl inh | ERAP1 HTS inh
Cc1nnc(NC(=O)c2ccc(S(=O)(=O)N3CCCCCC3)cc2)o1
 : 6 | 3 | -3 | 1 | nt | nt | 15 | nt
COc1ccc(-c2cc([C@H]3[C@H]4C=CC[C@@H](C)[C@@H]4C(=O)N3Cc3ccccc3)ccc2F)cc1
 : -6 | 4 | 0 | -11 | -16 | -0.2 | -14 | -2
Cc1ccc(C)c(NC(=S)NCc2ccc3c(c2)OCO3)c1
 : -3 | 5 | 2 | 1 | nt | nt | -2 | nt
O=C(Cn1c(=O)cnc2ccccc21)Nc1cccc(S(=O)(=O)N2CCOCC2)c1
 : 2 | -2 | 1 | -6 | -7 | nt | 3 | -1
O=C(C1CCOCC1)N1CC(=O)N2[C@H](CO)[C@@H](c3ccc(C#CC4CC4)cc3)[C@H]2C1
 : nt | nt | nt | nt | -10 | 0.6 | -3 | 0
Cc1ccc(S(=O)(=O)Nc2cc(=O)[nH]c3c2CCC3)cc1
 : -5 | 1 | -2 | -3 | -12 | nt | -4 | -3
COc1ccc(O)c(C(=O)C2c3ccccc3C(=O)N2c2ccc(C)cc2)c1 (configuration not stated)
 : -13 | -4 | 1 | 2 | -8 | 1.9 | 9 | -1
O=C(Nc1ccc2c(c1)OCCO2)C1CCCN(S(=O)(=O)c2cccs2)C1 (configuration not stated)
 : -2 | 6 | 1 | -3 | nt | nt | 6 | nt
CC(C)CN1C(=O)c2ccc(C(=O)Nc3c[nH]c(=O)[nH]c3=O)cc2C1=O
 : 4 | -5 | -1 | -1 | 4 | -2.9 | -11 | 1
Cc1nc(N/C(N)=N/S(=O)(=O)c2ccccc2)nc2ccccc12
 : -3 | -2 | 0 | 12 | -21 | -0.1 | 10 | 0

(further entries)
Assay codes – A = RAD54 inh; B = PglD inh; C = Cneo AK release; D = miR-122 sensor; E = RAD52 anneal inh; F = E-sel inducer; G = PGC1a acetyl inh; H = ERAP1 HTS inh
> CC(C)(C)C1CCC(CN2C(Nc3ccccc3)=NC[C@@H]2Cc2ccccc2)CC1 (some centres not stated)
  A: 16; B: -2; C: 5; D: -13; E: 20; F: 0.1; G: ?; H: -5

> CCOc1nc(OCC)nc(-n2cc(-c3ccccc3)nn2)n1
  A: 9; B: -5; C: 0; D: 6; E: -5; F: nt; G: -11; H: 3

> Cc1noc(C)c1C(=O)N1CCC2(CC1)Oc1ccc(F)cc1C(=O)C21CC(c2ccc(Cl)cc2)=NO1 (configuration not stated)
  A: -5; B: 4; C: -1; D: -6; E: 2; F: 0.1; G: -30; H: 7

> Cc1c(/C=N/N2C(=O)C3C4C=CC(C4)C3C2=O)c2ccccc2n1C (configuration not stated)
  A: 0; B: -4; C: 5; D: -2; E: nt; F: nt; G: -4; H: nt

> COc1ccc(Oc2nc(SC)nc3ccsc23)cc1
  A: -4; B: -1; C: 4; D: 7; E: nt; F: nt; G: -13; H: nt

> CN(Cc1ccc(C(F)(F)F)cc1)C(=O)C1CCC(=O)N(C2CC2)C1 (configuration not stated)
  A: -7; B: -9; C: 1; D: 0; E: -6; F: 4.7; G: nt; H: -2

> Cc1ccc(CSc2nnc(Nc3ccc(C)cc3)s2)cc1
  A: -3; B: 0; C: 0; D: -3; E: 2; F: nt; G: nt; H: -2

> CCOC(=O)C1=C(C)N=C2SC(C(=O)OC)=CC(=O)N2C1c1ccc(OC)cc1 (configuration not stated)
  A: -5; B: -1; C: -1; D: 0; E: 6; F: nt; G: 4; H: -3

> CCOC(=O)/C(=C/c1ccc(OC(=O)c2ccccc2)cc1)C(C)=O
  A: -6; B: 2; C: 1; D: -4; E: nt; F: nt; G: -6; H: nt

> CSc1ncc(CN2CCN(C3CCCC3)C(CCO)C2)cn1 (configuration not stated)
  A: nt; B: nt; C: nt; D: 6; E: -10; F: 0.3; G: -4; H: nt

> O=C(NCC1CC1)[C@H]1[C@H](CO)[C@H]2Cn3c(ccc(-c4ccccc4)c3=O)[C@H]2N1Cc1cocn1
  A: -33; B: 2; C: 1; D: -9[16.7 µM]; E: 5; F: -0.8; G: nt; H: 1

> CO[C@H]1CN(C)C(=O)c2cc(C#N)ccc2OC[C@@H]2O[C@@H](CC[C@H]2OC)CCN(C)C(=O)[C@H]1C
  A: -1; B: 2; C: 29; D: nt; E: 2; F: -0.1; G: -1; H: 1

> O=C1CC(Sc2nnnn2-c2ccccc2)C(=O)N1c1cccc(Cl)c1 (configuration not stated)
  A: -3; B: 6; C: -2; D: -52; E: nt; F: nt; G: -7; H: nt

> Cc1ccc(S(=O)(=O)Nc2ccc3c(c2)C(=O)N([C@H](C)CO)C[C@H](C)[C@@H](CN(C)CC2CCCCC2)O3)cc1
  A: -6; B: 2; C: 3; D: -4[16.7 µM]; E: 4; F: 0.5; G: nt; H: -1

> COCCCN1CC(=O)N2C(c3ccc(OC)c(OC)c3)c3[nH]c4ccccc4c3C[C@H]2C1=O (some centres not stated)
  A: -1; B: -2; C: -2; D: 2; E: -10; F: nt; G: -1; H: 2

> O=C(NCc1ccccc1)C1COc2ccccc2O1 (configuration not stated)
  A: 2; B: 2; C: 0; D: -3; E: nt; F: nt; G: 3; H: nt

> Cc1cc2c(cc1C)/C(=C\C(N)=O)NC(C)(C)C2
  A: 7; B: -1; C: 2; D: 3; E: nt; F: nt; G: -1; H: nt

> CCCCOc1ccc(N=Cc2cccs2)cc1
  A: -3; B: 1; C: 16; D: -6; E: -15; F: nt; G: 19; H: 0

> Cc1csc2sc(-c3ccnc(SCC(=O)NCc4ccccc4)n3)c(C)c12
  A: -3; B: -8; C: -4; D: 4; E: -8; F: 0.6; G: -6; H: 6

> Cc1nc(NC(=S)NC(=O)c2ccco2)sc1C(=O)N(C)C
  A: -7; B: 4; C: -1; D: -5; E: 2; F: nt; G: -8; H: 3

> COc1ccc(NC(=O)CSc2nc(N)c3cc4c(nc3n2)CCCC4)c(OC)c1
  A: 5; B: 2; C: -2; D: 7; E: nt; F: nt; G: -5; H: nt

> Cc1ccc(F)c(Oc2cc(NN3CCCCC3)c([N+](=O)[O-])cc2[N+](=O)[O-])c1
  A: -9; B: 1; C: 0; D: 8; E: -16; F: -0.2; G: nt; H: -2

> CO[C@H]1CN(C)C(=O)c2cc(NS(=O)(=O)CC(F)(F)F)ccc2OC[C@H](C)N(CCC(F)(F)F)C[C@@H]1C
  A: 5; B: 4; C: 1; D: -7[16.7 µM]; E: -3; F: -0.1; G: -19; H: 2

> CC(OC(=O)c1cc2sccc2n1C)C(=O)NCc1ccc(F)cc1 (configuration not stated)
  A: 5; B: 0; C: -1; D: 0; E: nt; F: nt; G: -1; H: nt

> O=C1CCCC2=C1C(c1ccsc1)CC(=O)N2c1ccccc1F (configuration not stated)
  A: -3; B: 4; C: -1; D: 0; E: -15; F: 0.1; G: 10; H: -1

> CO[C@@H]1CN(C)C(=O)c2ccc(NS(C)(=O)=O)cc2OC[C@H](C)N(Cc2cccnc2)C[C@H]1C
  A: nt; B: nt; C: nt; D: nt; E: 4; F: 0.0; G: 1; H: -2

> COc1ccc2nc(Nc3nc(CSc4nnnn4-c4ccccc4)cc(=O)[nH]3)nc(C)c2c1
  A: -2; B: 2; C: -1; D: 0; E: nt; F: nt; G: nt; H: nt

> CC(C)Cn1c(=O)c2ccccc2n2c(SCC(=O)N3c4ccccc4CC3C)nnc12 (configuration not stated)
  A: 9; B: -3; C: 3; D: 1; E: nt; F: nt; G: -1; H: nt

Bioassay records from PubChem.
